V-ATPase pH: regulators of yeast V-ATPase proton pumping, primary screen, pHLuorin cytosolic pH fluorescence; S. cerevisiae; response, % at 10 µM; actives 0.37% (n = 350,000); in the data active = response mostly above about 7.3%, no sharp cut-off; inactive = mostly below about 5.4%; also: actives read high; inactives centre near 0; some compounds called inactive have numbers as strong as hits; reference of the scale not given here
RTF Ca sens act: cardiac RTF calcium sensitivity activators, primary screen, biochemical, IANBD-TnC fluorescence, EC20 calcium; Troponin I, cardiac muscle (Homo sapiens) + Troponin T, cardiac muscle (Homo sapiens) + …; IANBD-labeled TnC RTF fluorescence at EC20 calcium; 0% EC20 calcium, 100% full calcium; activation, % at 7.2 µM; actives 0.24% (n = 340,000);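 active = activation above the mean over all tested compounds plus 3 SD, cut at about 30% in these data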;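 also: rise in fluorescence read as greater calcium sensitivity of cardiac thin filaments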
HTR5A inv ag: HTR5A inverse agonists in luminescence cell assay, primary screen, counter-screen for OPRM1-OPRD1 heterodimer inverse agonist project, full-deck HTS. inhibition, % at 9.3 µM. AID 504634, 2011. HTR5A cell line, inverse agonism. actives 0.083% (n = 340,000). 5-hydroxytryptamine receptor 5A (Homo sapiens), P47898; in the data active = inhibition mostly above about 23%, no sharp cut-off; inactive = mostly below about 18%;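 also: 0% = cells with DMSO and 100% = no-cell wells with DMSO; some compounds called inactive have numbers as strong as hits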
Target sequence (P47898 whole entry, looked up): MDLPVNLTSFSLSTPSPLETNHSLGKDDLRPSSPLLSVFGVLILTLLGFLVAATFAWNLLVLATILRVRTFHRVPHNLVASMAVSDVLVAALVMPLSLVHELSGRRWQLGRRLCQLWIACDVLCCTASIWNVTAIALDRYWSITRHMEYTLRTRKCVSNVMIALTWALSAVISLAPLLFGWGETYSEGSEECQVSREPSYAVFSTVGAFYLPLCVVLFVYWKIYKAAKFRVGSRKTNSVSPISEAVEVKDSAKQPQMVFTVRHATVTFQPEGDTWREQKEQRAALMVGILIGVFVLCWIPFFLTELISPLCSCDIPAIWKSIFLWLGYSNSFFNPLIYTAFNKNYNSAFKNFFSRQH
MOR-DOR inv ag: inverse agonists of MOR-DOR heterodimerization, primary screen, cell-based, luminescence; Mu-type opioid receptor (Homo sapiens) + Delta-type opioid receptor (Homo sapiens), …; cell-based MOR-DOR heterodimer luminescence, inverse agonism; inhibition, % at 9.3 µM; actives 0.21% (n = 340,000); in the data active = inhibition above about 22%, passing the limit was not always enough;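 also: 0% = cells with DMSO and 100% = wells without cells with DMSO; values of inactives mirror those of a sister screen read the other way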
OPRM1-OPRD1 ag: agonists of OPRM1-OPRD1 heterodimerization, primary screen, cell-based, luminescence; cells; activation, % at 9.3 µM; actives 0.3% (n = 340,000); in the data active = activation above about 18%;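 also: 0% = vehicle-treated cells and 100% = reference agonist; values of inactives mirror those of a sister screen read the other way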
RTF Ca sens inh: cardiac RTF calcium sensitivity inhibitors, primary screen, biochemical, IANBD-TnC fluorescence, EC70 calcium | IANBD-labeled cardiac RTF, Ca2+ fluorescence | inhibition, % at 7.15 µM | actives 0.12% (n = 340,000) | AID 493244, 2011;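 active = inhibition above the mean inhibition of all tested compounds plus 3 SD, cut at about 17% in these data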;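 also: assay run at fixed EC70 calcium of 1.6 mM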
C-LANA FP: inhibitors of KSHV C-LANA binding to DNA, primary screen, biochemical, fluorescence polarization, FAM-LBS DNA, MBP-C-LANA, single point | Kaposi's sarcoma herpesvirus LANA C-terminal domain (residues 932-1162) DNA binding | inhibition, % at 9 µM | actives 0.078% (n = 340,000) | AID 504423, 2011;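 active = highest replicate inhibition at or above 60% at 9 µM, even if other replicates fall short; inactive = all replicates below 60% inhibition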;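 also: 0% = neutral control wells and 100% = 4 µM acridine orange control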
HTR5A ag: HTR5A agonists in luminescence cell assay, primary screen, counter-screen for OPRM1-OPRD1 heterodimer agonist project, full-deck HTS. 5-hydroxytryptamine receptor 5A (Homo sapiens), P47898. cell-based. activation, % at 9.3 µM. actives 0.61% (n = 340,000); in the data active = activation mostly above about 9.5%, no sharp cut-off; inactive = mostly below about 7.6%;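 also: 0% = cells with vehicle only and 100% = reference agonist; strong numbers were not always called active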
CAL-PDZ inh HTS: untagged CAL PDZ binding inhibitors, primary screen, biochemical, fluorescence polarization, HTS; Golgi-associated PDZ and coiled-coil motif-containing protein (Homo sapiens), Q9HD26; purified CAL PDZ, TMR-peptide fluorescence polarization, 1 h; inhibition, % at 24.9 µM; actives 0.92% (n = 300,000); AID 602252, 2012;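 active = mean inhibition of at least 30% with at least half of replicates also reaching 30%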;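 also: 0% = DMSO neutral control and 100% = excess unlabeled competitor peptide PRC23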
Keap1-Nrf2 PPI: Keap1-Nrf2 protein-protein interaction inhibitors, primary screen, biochemical, fluorescence polarization, single point | Kelch-like ECH-associated protein 1 (Homo sapiens), Q14145 | Keap1 Kelch-Nrf2 peptide fluorescence polarization, 1536-well | inhibition, % at 9.4 µM | actives 0.15% (n = 340,000); in the data active = inhibition above about 12%;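 also: human Keap1 Kelch domain with fluorescein labeled Nrf2 9mer peptide probe; 0% = neutral control wells and 100% = peptide positive control; higher means more block of Keap1 binding to Nrf2 peptide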
Target sequence (Q14145 whole entry, looked up, the tested form may be a part): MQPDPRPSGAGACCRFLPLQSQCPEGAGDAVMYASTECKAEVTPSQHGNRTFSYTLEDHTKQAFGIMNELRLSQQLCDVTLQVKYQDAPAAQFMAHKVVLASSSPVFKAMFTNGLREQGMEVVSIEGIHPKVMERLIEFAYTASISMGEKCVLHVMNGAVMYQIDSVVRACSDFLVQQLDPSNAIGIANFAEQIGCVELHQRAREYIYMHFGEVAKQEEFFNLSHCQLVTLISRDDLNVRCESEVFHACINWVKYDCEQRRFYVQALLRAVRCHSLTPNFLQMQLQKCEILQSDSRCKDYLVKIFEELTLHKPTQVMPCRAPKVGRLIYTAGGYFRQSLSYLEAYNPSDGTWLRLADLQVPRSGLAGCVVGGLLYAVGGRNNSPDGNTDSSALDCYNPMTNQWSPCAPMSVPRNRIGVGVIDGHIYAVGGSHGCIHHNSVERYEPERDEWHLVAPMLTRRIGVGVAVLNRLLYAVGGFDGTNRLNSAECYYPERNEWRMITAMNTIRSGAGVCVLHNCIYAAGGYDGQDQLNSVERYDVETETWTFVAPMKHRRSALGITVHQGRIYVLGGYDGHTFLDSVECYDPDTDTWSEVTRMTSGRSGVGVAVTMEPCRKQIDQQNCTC
* hit, by the source's call; . = not tested or not shown. This is a random part of the collection; about 2.8% have a hit in one of these screens.

no.	SMILES	V-ATPase pH	RTF Ca sens act	HTR5A inv ag	MOR-DOR inv ag	OPRM1-OPRD1 ag
1	Cc1nc2c(ncn2-c2ccccc2)c(=O)n1NC(=O)CN1CCOCC1	-2	-2	-25	13	-2.6
2	CCc1ccc2c(c1)/C(=N/OC)C(=O)N2	.	-3	8	-14	2.0
3	CCOC(=O)C1(Cc2ccc(OC)cc2)CCN(C(=O)CCn2cccn2)CC1	2	7	16	4	-0.8
4	CN(C)c1ccc(-c2noc(C3CCN(C(=O)Nc4ccc(Cl)cc4)CC3)n2)cc1	-10	6	1	3	-0.7
5	CCOc1ccccc1C(=O)NCC(=O)NNC(=O)c1cccs1	2	-4	9	8	-1.9
6	O=C(CC1NCCNC1=O)Nc1ccccc1 (stereo not drawn)	2	2	1	-7	1.2
7	COc1ccc(/C(N)=C/C(=O)C(C)(C)C)cc1	-3	-4	4	18	-3.2
8	CC(=O)c1cccc(S(=O)(=O)NCC(C)(C)N2CCOCC2)c1	0	7	4	8	-1.8
9	N#CC(C#N)=CN=c1ccn(Cc2ccc(Cl)cc2Cl)cc1	-3	4	-1	-11	2.1
10	CC(=O)N(Cc1ccccc1)c1ncc2c(n1)c(=O)c(C#N)c1ccccn12	2	5	-27	4	-0.8
11	O=C(/C=C/c1ccc(F)cc1)N1CCCc2ccccc21	0	0	-5	-23	4.5
12	COc1cc(OC)c(C(=O)NCc2ccc3c(c2)OCO3)cc1OC	4	6	0	14	-2.8

no.	RTF Ca sens inh	C-LANA FP	HTR5A ag	CAL-PDZ inh HTS	Keap1-Nrf2 PPI
1	-15	0.9	-2	-3	4
2	-15	0.4	4	-6	-1
3	1	-0.2	2	-3	-2
4	-8	1.2	5	-3	-3
5	-5	0.3	-4	0	1
6	-5	-1.8	0	0	-2
7	-1	-0.5	3	-4	3
8	-6	0.0	-1	0	-1
9	-6	-0.6	0	-3	-6
10	-2	3.4	-1	-3	1
11	6	-1.6	2	1	6
12	-4	-7.4	0	81*	4

(continued)
no.	SMILES	V-ATPase pH	RTF Ca sens act	HTR5A inv ag	MOR-DOR inv ag	OPRM1-OPRD1 ag
13	CC(=C1C(=O)c2ccccc2C1=O)N1CCN(Cc2ccccc2)CC1	4	-4	4	18	-3.0
14	COc1ccc(C2C(C#N)=C(N)Nc3nc4ccccc4n32)cc1 (stereo not drawn)	0	2	1	1	-0.2
15	CCOc1cc(/C=C(\C#N)C(=O)NCC2CCCO2)ccc1O (stereo not drawn)	0	-6	6	14	-2.7
16	CCc1ccccc1N(CC)C(=O)CCc1nc(-c2ccc(C)cc2)no1	0	-1	-4	-8	2.0
17	CCCC[C@@H]1C=C(C(=O)O)[C@H](c2ccc(Cl)cc2)N1S(=O)(=O)c1ccc(C)cc1	0	-9	-13	14	-3.0
18	O=C(COC(=O)C1=COCCO1)Nc1ccccc1Oc1ccccc1	5	0	-18	12	-2.1
19	O=C1/C(=C/c2cccs2)Sc2ccccc21	-7	-16	1	-29	5.5
20	C/C(=N/NC(=O)c1ccncc1)c1ccc(NC(=O)c2ccc(Cl)cc2Cl)cc1	4	1	-26	3	-0.6
21	Cc1cc(Nc2ccc(C)c(C)c2)c2ccccc2n1	-2	-5	16	-9	2.0
22	COc1ccc(C(=O)c2c3ccccc3[n+]([O-])n2CCC(N)=O)cc1	1	13	-11	22	-3.9
23	CCCN=C1N(CC)C[C@@H]2[C@@H]3C(=O)N(C)C(=O)[C@@H]3[C@](Cc3ccccc3)(C(=O)OC)N12	2	-3	9	15	-3.0
24	Cc1cccc(CN2CCN(CC(=O)NCCCN3CCN(c4ccc(F)cc4)CC3)C2=O)c1	2	6	3	-5	0.9

no.	RTF Ca sens inh	C-LANA FP	HTR5A ag	CAL-PDZ inh HTS	Keap1-Nrf2 PPI
13	1	0.3	0	-2	-1
14	-5	0.9	3	-3	-7
15	-5	0.5	-2	-3	-5
16	3	0.1	-4	0	2
17	-15	0.9	4	-6	-2
18	-2	-0.8	2	-2	-5
19	-9	1.3	-2	7	-1
20	-5	0.4	2	-8	-5
21	-8	-0.9	-4	-4	-1
22	-2	-1.0	-1	0	-2
23	-5	0.1	-2	-14	5
24	-13	-0.5	1	.	-3

Fetched one by one from the list above, five records:
no.	SMILES	V-ATPase pH	RTF Ca sens act	HTR5A inv ag	MOR-DOR inv ag	OPRM1-OPRD1 ag
19	O=C1/C(=C/c2cccs2)Sc2ccccc21	-7	-16	1	-29	5.5
23	CCCN=C1N(CC)C[C@@H]2[C@@H]3C(=O)N(C)C(=O)[C@@H]3[C@](Cc3ccccc3)(C(=O)OC)N12	2	-3	9	15	-3.0
20	C/C(=N/NC(=O)c1ccncc1)c1ccc(NC(=O)c2ccc(Cl)cc2Cl)cc1	4	1	-26	3	-0.6
13	CC(=C1C(=O)c2ccccc2C1=O)N1CCN(Cc2ccccc2)CC1	4	-4	4	18	-3.0
24	Cc1cccc(CN2CCN(CC(=O)NCCCN3CCN(c4ccc(F)cc4)CC3)C2=O)c1	2	6	3	-5	0.9

no.	RTF Ca sens inh	C-LANA FP	HTR5A ag	CAL-PDZ inh HTS	Keap1-Nrf2 PPI
19	-9	1.3	-2	7	-1
23	-5	0.1	-2	-14	5
20	-5	0.4	2	-8	-5
13	1	0.3	0	-2	-1
24	-13	-0.5	1	.	-3

Later entries
no.	SMILES	V-ATPase pH	RTF Ca sens act	HTR5A inv ag	MOR-DOR inv ag	OPRM1-OPRD1 ag
25	CCC(=O)Nc1ccc(C=C(C(C)=O)C(C)=O)cc1	1	-6	-2	11	-2.2
26	CC(Nc1nc(-c2ccc(F)cc2)cs1)c1nc2cc(Cl)c(Cl)cc2n1CCCO (stereo not drawn)	-2	-1	-3	-33	6.0
27	Cc1cccc(N2CCN(C(=O)C3CCN(S(=O)(=O)N4CCOCC4)CC3)CC2)c1C	1	-4	-11	7	-1.3
28	Fc1ccccc1-c1nc(-c2ccc(Br)o2)no1	1	-4	-18	-18	3.2
29	CC(=O)C1=C(O)C(=O)N(c2ccc(S(=O)(=O)Nc3nccs3)cc2)C1c1ccc([N+](=O)[O-])cc1 (stereo not drawn)	-1	9	3	7	-1.2
30	Cc1cc(=O)oc2cc(OCC(=O)N3CC(=O)Nc4ccccc43)c(Cl)cc12	7	-3	-8	10	-2.6
31	Cc1cc(Cl)ccc1OCC(=O)Nc1ccccc1NS(=O)(=O)c1cccs1	3	-6	-16	6	-1.2
32	CC1=C(C(=O)Nc2ccccc2)C(c2ccccn2)n2ncnc2N1 (stereo not drawn)	0	-4	14	-12	2.3
33	COc1ccc(N2CCN(C(=O)COC(=O)c3cccc(S(=O)(=O)Nc4ccccc4OC)c3)CC2)cc1	-2	-2	-18	7	-1.4
34	C=C(C)CSc1nnc([C@@H]2CCCN2C(=O)OC(C)(C)C)o1	7	0	3	21	-4.0
35	Cc1cc(C(=O)N2CCCC(N3CCN(c4cccc(C(F)(F)F)c4)CC3)C2)n[nH]1 (stereo not drawn)	1	-4	1	11	-2.0
36	O=C(CNS(=O)(=O)c1ccc(F)cc1)N1CCN(c2ccccc2)CC1	-5	1	16	4	-0.6

no.	RTF Ca sens inh	C-LANA FP	HTR5A ag	CAL-PDZ inh HTS	Keap1-Nrf2 PPI
25	-3	-1.0	1	6	-5
26	-3	4.5	1	-4	-1
27	6	-0.1	0	-2	5
28	-1	-0.5	5	-3	6
29	-8	1.1	-1	-5	-1
30	-7	0.3	1	-3	-6
31	2	0.2	1	3	6
32	2	0.5	0	-3	-7
33	1	1.0	7	.	1
34	-3	-1.8	7	-1	-2
35	1	-0.6	3	3	3
36	-5	1.5	-1	1	-1

The results go on.
no.	SMILES	V-ATPase pH	RTF Ca sens act	HTR5A inv ag	MOR-DOR inv ag	OPRM1-OPRD1 ag
37	Cc1occc1C(=O)N1CCN(C(c2ccccc2)c2ccccc2)CC1	3	4	7	3	-0.7
38	O=C(CN1C(=O)C2C3C=CC(C3)C2C1=O)Nc1cccc(S(=O)(=O)N2CCCC2)c1 (stereo not drawn)	-1	6	8	7	-1.3
39	COc1ccccc1N1CCN(C(=O)c2cc(C3CC3)on2)CC1	-1	4	-7	10	-2.0
40	CC(=O)Nc1ccc(C=NNC(=O)c2ccc(NS(=O)(=O)c3cccs3)cc2)cc1	10	0	2	10	-2.4
41	COc1ccc(NC(=O)C2CCC(N3C(=O)C4CCCCC4C3=O)CC2)cc1 (stereo not drawn)	-2	-6	1	-7	0.9
42	CCNc1nc(NCC)n2c(SC(C(=O)Nc3cc(Cl)cc(Cl)c3)c3ccccc3)nnc2n1 (stereo not drawn)	-4	-1	-5	10	-1.6
43	COc1cc(CC(=O)NCC2CCCCC2)cc(OC)c1OC	1	-8	-8	2	-0.5
44	CC(Nc1nc(N2CCNCC2)nc2ccccc12)c1ccccc1 (stereo not drawn)	-5	3	6	-58	12

no.	RTF Ca sens inh	C-LANA FP	HTR5A ag	CAL-PDZ inh HTS	Keap1-Nrf2 PPI
37	-12	1.0	4	-1	-7
38	8	1.1	-2	-3	-1
39	-8	0.1	2	.	-2
40	-7	0.8	-1	4	-4
41	1	-0.5	1	0	-2
42	1	-1.6	2	2	1
43	-3	0.7	2	-6	0
44	2	-0.3	5	1	-5
